Screens deposited in PubChem by The Scripps Research Institute Molecular Screening Center.
UHRF1 binding – UHRF1 methyl-DNA binding inhibition; Q96T88; UHRF1 binding to methylated oligo, TR-FRET; inhibition, % at 4.4 µM; actives 0.75% (n = 370,000); AID 687016; in the data active = inhibition above about 21%;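 also: UHRF1 SRA domain binding a hemimethylated CpG hairpin DNA probe; 0% = median of test compound wells and 100% = reference inhibitor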
TCR CD3 inh – inhibitors of human TCR-CD3 interaction | inhibition, % at 9.4 µM | TAMRA-labeled TCR probe fluorescence, biochemical | AID 651800 | actives 0.37% (n = 360,000); in the data active = inhibition above about 19%;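 also: recombinant mutant TCR 2C K166C tagged with TAMRA read by polarization; 0% = receptor in buffer alone and 100% = receptor with positive control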
PRMT1 inh – inhibitors of human PRMT1. Q99873. recombinant PRMT1, activity-based probe fluorescence polarization. inhibition, % at 2.79 µM. actives 1.3% (n = 370,000);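 active = inhibition above about 21% made by adding two undisclosed values, limit read from the data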
Target sequence (Q99873 whole entry, looked up): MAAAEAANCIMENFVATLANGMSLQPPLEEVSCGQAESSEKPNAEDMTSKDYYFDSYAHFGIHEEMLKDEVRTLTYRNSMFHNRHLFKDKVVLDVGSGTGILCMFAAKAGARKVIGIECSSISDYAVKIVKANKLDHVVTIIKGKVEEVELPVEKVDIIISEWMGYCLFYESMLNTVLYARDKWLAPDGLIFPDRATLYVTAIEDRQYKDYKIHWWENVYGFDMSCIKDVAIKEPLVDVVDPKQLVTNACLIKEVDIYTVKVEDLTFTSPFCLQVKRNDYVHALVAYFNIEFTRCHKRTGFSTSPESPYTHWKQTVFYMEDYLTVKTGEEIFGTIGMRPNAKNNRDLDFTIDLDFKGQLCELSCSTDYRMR
TDP2 inh – TDP2 (human) inhibition, absorbance primary screen; O95551; recombinant TDP2, T5PNP hydrolysis, p-nitrophenol absorbance 415 nm; inhibition, % at 12.8 µM; actives 0.34% (n = 370,000); AID 720702;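 active = inhibition above the mean of all tested compounds plus 3 SD, set per campaign, cut at about 25% in these data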;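 also: 0% = DMSO with enzyme and 100% = buffer with substrate but no TDP2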
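System: recombinant human TDP2 / Amount: 120 nM TDP2 per well / Also added: 5 mM T5PNP chromogenic substrate / Doses: 12.8 µM single point, 1% DMSO / Incubation: 2 h at 37 °C / Detection: p-Nitrophenol epi absorbance / Evaluation: % inhibition relative to enzyme-containing and enzyme-free wells / Repeats: singlicate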
MBD2 inh – MBD2-methylated oligo binding inhibition | TR-FRET, MBD2 binding to methylated oligonucleotide | inhibition, % at 4.4 µM | actives 0.31% (n = 370,000); in the data active = inhibition above about 13%
Target sequence (Q9UBB5 whole entry, looked up): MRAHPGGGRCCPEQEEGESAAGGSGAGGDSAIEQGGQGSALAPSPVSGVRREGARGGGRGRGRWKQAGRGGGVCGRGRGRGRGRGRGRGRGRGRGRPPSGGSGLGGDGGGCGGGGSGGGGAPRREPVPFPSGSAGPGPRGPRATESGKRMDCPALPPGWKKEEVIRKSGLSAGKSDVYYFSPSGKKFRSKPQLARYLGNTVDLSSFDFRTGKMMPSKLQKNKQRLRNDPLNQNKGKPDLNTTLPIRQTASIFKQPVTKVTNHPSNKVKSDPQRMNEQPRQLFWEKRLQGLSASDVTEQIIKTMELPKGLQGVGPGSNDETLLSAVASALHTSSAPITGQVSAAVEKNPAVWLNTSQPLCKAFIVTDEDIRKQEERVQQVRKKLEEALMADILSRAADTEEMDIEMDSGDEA
KLK7 zymogen act – activators of human kallikrein-7 zymogen; P49862; AID 652039; purified proKLK7, EDANS-DABCYL substrate fluorescence; 100% is mature enzyme control, 0% vehicle; activation, % at 7 µM; actives 0.9% (n = 370,000);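 active = activation above the mean of all tested compounds plus 3 SD, computed per campaign excluding outliers beyond control limits, cut at about 13% in these data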
Target sequence (P49862 whole entry, looked up): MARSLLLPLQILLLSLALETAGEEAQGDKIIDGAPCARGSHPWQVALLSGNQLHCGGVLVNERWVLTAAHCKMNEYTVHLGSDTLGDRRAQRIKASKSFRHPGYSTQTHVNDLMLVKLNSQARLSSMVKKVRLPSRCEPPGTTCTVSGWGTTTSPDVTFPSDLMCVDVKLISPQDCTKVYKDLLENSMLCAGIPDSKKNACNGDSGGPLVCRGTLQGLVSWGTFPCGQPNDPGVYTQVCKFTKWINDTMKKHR
Tn7 DDE FP – DD(E)-Tn7 binding inhibition, primary FP screen. P02675. FP displacement of FITC-Tn7 peptide from fibrin DD(E); 0% = median of compound wells per plate. inhibition, % at 8.3 µM. actives 0.13% (n = 370,000). AID 720508;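 active = inhibition above the mean of compounds falling within the control limits plus 3 SD of them, cut at about 14% in these data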;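 also: 0% = plate median of compound wells and 100% = 10 µM Aha-Tn7 peptide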
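Assay system: Fibrin-DD(E) protein isolated from polymerized human fibrin clots; read-out basis: percent inhibition; medium: Tris/NaCl/CaCl2 buffer, pH 7.8; signal: FP measurement; incubation: 10 min plus 3 h, room temperature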
Tn6 DDE FP – disrupts Tn6 cyclic peptide binding to fibrin D-Dimer-E complex | Fibrin DD(E) TRITC-Tn6 fluorescence polarization displacement | actives 0.21% (n = 370,000) | inhibition, % at 8.3 µM | AID 720509;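 active = inhibition above a per-campaign cutoff: mean of compounds within control limits plus 3 SD, cut at about 15% in these data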;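 also: 0% = median of all compound wells on the plate and 100% = blocking peptide control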
SIAE inh – inhibitors of human sialic acid acetylesterase SIAE; inhibition, % at 9.66 µM; Q9HAT2; actives 0.69% (n = 370,000); SIAE FP-Rh probe binding, fluorescence polarization;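 active = inhibition above a cutoff: mean of compounds within the control limits plus 3 SD of those, cut at about 17% in these data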;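 also: 0% = plate median of compound wells and 100% = probe without SIAE protein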
LEDGF integ inh – blocks HIV-1 LEDGF/p75-dependent DNA integration; TR-FRET IN-LEDGF/p75 DNA integration, Eu/Cy5; inhibition, % at 3.7 µM; actives 0.64% (n = 370,000); AID 743269;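 active = inhibition above the screen-wide mean plus 3 SD, cut at about 13% in these data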;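 also: signal is the Cy5 over europium emission ratio at 671 and 618 nm; 0% = plate median of compound wells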
An asterisk follows results filed as active; . = no result given.

UHRF1 binding	TCR CD3 inh	PRMT1 inh	TDP2 inh	MBD2 inh	KLK7 zymogen act	Tn7 DDE FP	Tn6 DDE FP	SIAE inh	LEDGF integ inh	Compound
-2	0	-6	2	-1	0.0	2	6	6	1	CN1C(=O)[C@@]2(O[C@H]3c4ccccc4C=CN3C3=C2C(=O)CCC3)c2ccccc21
-3	-2	0	-3	0	-0.5	-2	-4	-79	-5	Cc1cc(C)c(/C=N/NC(=O)c2nnn(-c3nonc3N)c2COc2ccc(F)cc2)c(C)c1
-2	6	-2	-11	-2	0.3	3	0	3	-1	CCn1cc(C(=O)NCc2cccc(C(F)(F)F)c2)c(=O)c2ccc(C)nc21
3	15	6	1	4	-37	4	1	5	21*	COC(=O)c1ccccc1NCc1cc(=O)oc2cc(O)c(O)cc12
-1	-3	3	0	7	0.0	-4	-1	7	-7	Cc1cc(C)cc(NC(=O)CSc2nncn2-c2ccccn2)c1
-7	6	-2	8	-6	-0.8	-3	-3	0	-2	CCN1C(=O)/C(=C2\SC(N3CCCCC3)=NC2=O)c2ccccc21
-2	0	-2	3	-1	-0.8	-3	1	-3	4	O=C(Nc1cccc(Cl)c1)c1ccc(=O)[nH]n1
-2	5	0	7	-6	0.4	-5	0	4	2	CCOC(=O)C1(CC2CCCCO2)CCN(Cc2nc(-c3cccs3)oc2C)CC1 (stereo unspecified)

Entries above printed as active in LEDGF integ inh.
UHRF1 binding	TCR CD3 inh	PRMT1 inh	TDP2 inh	MBD2 inh	KLK7 zymogen act	Tn7 DDE FP	Tn6 DDE FP	SIAE inh	LEDGF integ inh	Compound
3	15	6	1	4	-37	4	1	5	21*	COC(=O)c1ccccc1NCc1cc(=O)oc2cc(O)c(O)cc12

Later entries.
UHRF1 binding	TCR CD3 inh	PRMT1 inh	TDP2 inh	MBD2 inh	KLK7 zymogen act	Tn7 DDE FP	Tn6 DDE FP	SIAE inh	LEDGF integ inh	Compound
0	2	-1	-5	-6	0.0	10	5	2	-1	COC(=O)c1cc(S(=O)(=O)NCC2CCN(Cc3ccc(Cl)cc3)CC2)c[nH]1
16	2	2	25*	10	0.1	10	5	-2	6	CCC(C)N1CC(C(=O)NC2CCCCC2)CC1=O (stereo unspecified)
-1	0	-3	7	-5	0.2	-12	-5	-5	-1	c1cnc2ccc(C(c3nnnn3C3CCCC3)N3CCN4CCCC4C3)cc2c1 (stereo unspecified)
-2	5	0	3	-3	0.3	5	1	10	2	CCCOc1ccccc1-n1sc2c(c1=S)-c1cc(OC)cc3c1N(C(=O)C3=O)C2(C)C
0	0	-4	-14	3	0.6	12	6	5	-1	CC(C)(C)OC(=O)C[C@H]1C/C=C\C[C@@H](CC(=O)N[C@@H](CO)Cc2ccccc2)C(=O)N2CCC[C@@H]2COC1=O
4	-7	9	-2	1	0.0	-4	-11	-3	-5	CN1OC[C@@H]2CN(C(=O)NC3CCCCC3)[C@H](c3ccc(N4CCCCC4)cc3)C[C@@H]21
-1	7	-4	4	5	-0.2	6	2	-5	0	CCS(=O)c1ccccc1C(=O)OCC(=O)Nc1ccc2ccccc2c1 (stereo unspecified)
2	-2	1	1	0	0.8	-1	-7	1	-2	Cc1ccccc1NC(=O)CCn1c(=O)oc2ccccc21
-1	-7	0	-7	-6	0.1	5	-5	-7	-4	CCOC(=O)N1CCN(C(=O)C2CCC(=O)N2C(C)C)CC1 (stereo unspecified)
10	1	-4	-10	-4	5.4	-6	2	-6	2	O=C1c2ccccc2NC(c2ccc(F)cc2)N1Cc1ccccc1 (stereo unspecified)
5	0	-2	-1	-3	-0.4	-2	-7	3	4	FC(F)(F)c1cc(Cl)c2nc(-c3ccccc3)c(Cc3ccccc3)n2c1
1	8	-2	3	0	-0.3	7	0	-1	0	CC(=O)c1ccn(S(=O)(=O)c2ccccc2)c1
-3	4	-1	-10	-1	0.7	4	8	2	-2	COc1ccc(C(C)=O)cc1COC(=O)c1c(C)noc1C
0	2	1	3	-1	-0.2	2	-1	3	1	Clc1ccc(-n2nnnc2-c2ccccc2)cc1Cl
4	-3	3	10	6	0.2	-1	-3	2	-5	CC(=O)Nc1ccc(S(=O)(=O)N/N=C/c2cccnc2)cc1
4	-9	2	-8	5	-0.8	7	4	-7	0	CC(C)CNc1nc(N)c([N+](=O)[O-])c(NCc2ccccc2)n1
2	7	0	13	-6	0.2	2	-12	-1	1	O=C(NCCCN1CCOCC1)c1cc2c(s1)CCCC2
0	3	-1	2	3	0.4	11	-4	6	0	CN(C)S(=O)(=O)c1cccc(C(=O)OCC(=O)NCc2ccc3c(c2)OCO3)c1
-1	0	0	-4	1	-0.1	-4	1	0	-2	CCOc1cc(C(=O)N(C)CC(=O)Nc2cccc(F)c2)ccc1OCC(=O)N1CCOCC1
4	-2	7	-9	7	0.9	1	1	-1	2	CCc1ccc(N(CC(=O)NCC2CCCO2)C(=O)CCC(=O)Nc2nccs2)cc1 (stereo unspecified)
-1	8	0	-6	1	0.2	3	-4	0	-2	CCOc1ccc2nc(SCC(=O)c3ccc(O)cc3O)sc2c1
1	4	0	-5	2	-0.3	-2	-5	-3	-3	Cc1cc(C)c(S(=O)(=O)c2ccccc2)c(OC(=O)c2c(Cl)cccc2Cl)n1
1	-3	2	-8	0	-0.7	-5	-4	8	-5	Cc1cc(C)c(C#N)c(Oc2ccc(F)cc2)n1
0	6	2	-4	-4	0.3	-11	-4	-1	-1	O=S1(=O)CCOC[C@H](CC2CCCCC2)N1Cc1cccc(Cl)c1
-2	0	0	3	4	-0.5	7	2	1	-2	O=C(NC1CCCC1)C(c1ccccn1)N(C(=O)c1csnn1)c1ccc(F)cc1 (stereo unspecified)
1	-4	1	8	-4	0.4	1	-6	-3	-1	COC(=O)c1ccc(Sc2ccccn2)c([N+](=O)[O-])c1
3	-3	3	-10	-1	0.5	-2	-1	-8	0	CC1CCc2c(sc3nc(CN4CCOCC4)nc(NS(=O)(=O)c4cccc([N+](=O)[O-])c4)c23)C1 (stereo unspecified)
2	-6	3	7	5	-0.9	1	7	-5	2	COCCn1c(SCC(=O)NCc2ccco2)nnc1C(C)C
0	1	2	8	8	0.0	3	-4	-3	2	O=[N+]([O-])c1ccc(S(=O)(=O)N(CC(O)CN2CCCCC2)c2ccccc2)cc1 (stereo unspecified)
5	-2	3	-1	0	-0.2	5	3	5	-4	Cc1onc(C(=O)N2CCOCC2)c1[N+](=O)[O-]
4	-1	1	20	0	0.4	3	-4	1	3	Cc1cc2ncn(CCCCOc3ccccc3)c2cc1C
-2	2	0	1	-1	-0.2	1	4	-2	-4	CCc1nc(C)cn1S(=O)(=O)c1cc(C)c(OC)cc1C

Next part, starting with the last two of the part before.
UHRF1 binding	TCR CD3 inh	PRMT1 inh	TDP2 inh	MBD2 inh	KLK7 zymogen act	Tn7 DDE FP	Tn6 DDE FP	SIAE inh	LEDGF integ inh	Compound
4	-1	1	20	0	0.4	3	-4	1	3	Cc1cc2ncn(CCCCOc3ccccc3)c2cc1C
-2	2	0	1	-1	-0.2	1	4	-2	-4	CCc1nc(C)cn1S(=O)(=O)c1cc(C)c(OC)cc1C
-2	6	50*	-7	-4	5.2	20*	5	-8	-1	CCOC(=O)[C@H]1[C@H]2COc3ccccc3[C@@H]2N2C(=O)CN(Cc3ccc(C)cc3)C(=O)[C@@]12C
0	0	3	-1	-5	-0.4	3	-2	-6	-3	CS(=O)(=O)Oc1ccc(/C=N/NC(=O)c2ccncc2)cc1
-1	-1	4	6	0	0.4	-3	0	-1	12	CCCCCn1nnnc1-c1nc2cc3ccccc3cc2[nH]c1=O
0	-3	7	-7	0	-0.5	-7	2	6	-6	CCN(CC)C(=O)[C@H]1CC(CC(=O)NCCN2CCOCC2)C(=O)N2CCc3c([nH]c4ccc(OC)cc34)[C@]12C (stereo partly specified)
1	-3	-2	7	1	0.1	2	-5	-2	-2	CC(=O)c1cc2cccc(OC3(C)CCN(Cc4ccc5ccccc5c4)C3)c2o1 (stereo unspecified)
3	0	0	2	6	-0.8	0	-2	-1	-4	Cc1[nH]c2ccccc2c1SCC(=O)N1CCCCCC1
1	1	0	-8	-4	0.0	1	2	7	-1	CC(=O)c1ccc(N/N=C(/C(N)=O)C2=NC(C)(C)Cc3ccccc32)cc1
-3	4	-1	-8	2	0.4	-3	-7	-4	2	O=C(COc1ccccc1)n1nc(-c2ccc(Cl)cc2)nc1NCc1ccco1
6	-5	5	-4	-2	0.3	5	-4	0	-8	Cc1ccc(S(=O)(=O)CCC(=O)N(Cc2nnc(-c3ccc(Cl)cc3)o2)C2CC2)cc1
0	4	2	-4	2	-0.1	7	1	-13	-4	COc1ccccc1CNC(=O)N1CCN(S(=O)(=O)c2ccc(Cl)cc2)CC1
1	2	0	-12	-1	-0.3	4	-8	-2	0	O=C(NCCNC(=O)c1cc(OCC(F)(F)F)ccc1OCC(F)(F)F)Nc1ccccc1
-1	4	1	4	-2	-1.8	5	1	2	-4	CN(C)C=NC(=O)/C(C#N)=C1\CCc2ccccc2N1
0	7	-2	-4	-4	0.3	-4	0	3	5	CCn1cc(C(=O)NCCCN(CC(C)C)CC(C)C)c(=O)c2cc(S(=O)(=O)N3CCOCC3)ccc21
1	0	-2	-7	3	0.3	-8	9	0	-1	O=C(Nc1ccncc1)c1c(F)c(F)c(F)c(F)c1F
0	1	-3	-7	1	-0.7	2	-1	-1	2	CCOC(=O)c1ccc2c(c1)nc(SCC(=O)N1CCOCC1)n2CC
-4	1	-2	-8	-4	0.3	9	-4	-2	-4	CC(=O)C1=C(O)C(=O)N(c2ccc(S(N)(=O)=O)cc2)C1c1cccc([N+](=O)[O-])c1 (stereo unspecified)
2	-2	-4	-4	-4	0.5	0	4	-4	1	Cc1cc(C(=O)NCC(=O)OCC(=O)N(C)C2CCCCC2)ccc1[N+](=O)[O-]
-1	4	2	7	-1	-0.7	-1	0	5	3	COc1ccc(Cl)cc1S(=O)(=O)N1CCCC(C(=O)N2CCOCC2)C1 (stereo unspecified)
-1	3	0	5	-2	0.4	2	-1	0	4	Cn1nc(C(F)(F)F)c2cc(C(=O)O)sc21
1	.	0	4	-1	-0.4	10	-1	1	0	O=C(Nc1ccccc1C(F)(F)F)OCCN1C(=O)CCC12CCC(c1ccccc1)CC2 (stereo unspecified)
3	9	1	-10	-2	0.1	-4	-4	-3	0	Cc1onc(-c2ccccc2)c1-c1n[nH]c(=S)n1-c1ccc(C(=O)O)cc1
-3	11	-3	-10	-4	0.2	-14	-4	3	4	CCN(CC)c1ccc([N+](=O)[O-])cc1/C=N/NC(=O)CC#N
-1	2	0	12	-4	-0.5	1	-3	1	-2	Cc1ccc(S(=O)(=O)NC(C)(C)CSc2nncn2N)cc1
-2	3	-6	6	-4	0.0	2	-2	0	4	Cc1ccc(NC(=O)[C@@H](Cc2ccccc2)NC(=O)[C@H]2O[C@@H](n3ccc(=O)[nH]c3=O)[C@H](O)[C@@H]2O)cc1C
-6	.	2	14	3	0.2	-1	-1	3	-3	Nn1c(SCC(=O)NC2CCCCC2)nnc1-c1cc(-c2ccc(Cl)cc2)n[nH]1
2	-2	7	-3	1	0.2	4	6	4	-4	CCOC(=O)c1c(C)cc(O)cc1O
